# Assay outcomes: PubChem, several laboratories
# Rac1 GTP hydrolysis: MgcRacGAP GTPase-activating activity inhibitors, confirmation, biochemical, ADP Hunter fluorescence | MgcRacGAP-stimulated Rac1 GTP hydrolysis, ADP Hunter fluorescence; higher % means a stronger effect; GST-tagged Rac1 F28L mutant substrate | inhibition, % at 30 µM; hits with a dose series show IC50 in µM | actives 0.6% (n = 340,000) | AID 624330;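 active = first-screen hits whose inhibition reached a set limit at any dose in the follow-up dose series; inconclusive = inhibition above the set first-screen limit but never retested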;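 note: fluorescence reports GDP produced by GAP-driven GTP hydrolysis; strong numbers were not always called active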
# GPR55 LPI antagonism: inhibition of LPI-stimulated GPR55 beta-arrestin translocation – imaging, U2OS, beta-arrestin-GFP, LPI agonist, primary screen (AID 2013) | U2OS GPR55 beta-arrestin-GFP translocation imaging, LPI antagonism; higher % means a stronger effect | inhibition, % at 10 µM, or IC50 in µM where a hit was titrated | actives 0.13% (n = 290,000);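 active = spots per cell inhibited over 60%, with over 100 cells counted and total cytoplasm intensity under 500,000; inconclusive = wells with under 100 cells, flagged as likely toxic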;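 note: U2OS cells stably carrying GPR55 and arrestin-GFP stimulated by 5 µM LPI near EC80; imaged beta-arrestin-GFP aggregate spots per cell after agonist stimulation; plate controls were LPI-stimulated DMSO wells for no effect and DMSO wells without LPI for full effect; some results filed as inactive read as strong as hits; confirmed hits need IC50 under 10 µM and bright autofluorescent wells are also inconclusive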
# GPR55 activation: selective activators of receptor GPR55 – imaging, U2OS cells, beta-arrestin-GFP redistribution, primary screen (AID 1961); activation, % at 10 µM; hits with a dose series show EC50 in µM; actives 0.048% (n = 290,000); U2OS GPR55 beta-arrestin-GFP redistribution imaging; higher % means a stronger effect;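 active = activation above 40% with more than 50 cells counted in the well; inconclusive = wells holding fewer than 50 cells, flagged as toxic or sparse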;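 note: U2OS osteosarcoma cells stably expressing GPR55 and beta-arrestin-GFP; plate controls were DMSO negative control for no effect and LPI positive control for full effect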
# AID2073: disruptors of CaV2.2 binding to Mint1 – biochemical, HTRF (AID 2073). inhibition, % at 20 µM, or IC50 in µM where a hit was titrated. HTRF protein-protein interaction, Mint1-CaV2.2; higher % means a stronger effect. actives 0.19% (n = 290,000); in the data active = inhibition mostly above about 51%, no sharp cut-off; inconclusive = no clear call, values can overlap the other calls; inactive = mostly below about 53%; note: some results filed as inactive read as strong as hits
# Dengue-2 NS5 capping: flavivirus cap methylation enzyme inhibition – biochemical, confirmation dose response, primary screen (AID 588689); Dengue-2 NS5 methyltransferase capping enzyme assay, biochemical; higher % means a stronger effect; inhibition, % at 25 µM; hits with a dose series show IC50 in µM; actives 0.3% (n = 340,000); in the data active = a potency from the dose series; inconclusive = inhibition above about 29% without an active follow-up result
# Large T inhibition: TAg ATPase/helicase activity blockers – biochemical (AID 1903); SV40 large T antigen ATPase/helicase inhibition assay; higher % means a stronger effect; inhibition, % at 20 µM, or IC50 in µM where a hit was titrated; actives 0.39% (n = 310,000); in the data active = a potency from the dose series; inconclusive = inhibition mostly from about 32% at the one dose, without a potency; inactive = the rest, 99 in 100 with inhibition below about 32%; note: strong numbers were not always called active
# NTR1 ag: NTR1-driven beta-arrestin-GFP spot formation – imaging, U2OS cells, high content, primary screen (AID 493036); agonist mode; actives 0.17% (n = 330,000); P30989; activation, % at 20 µM;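 active = activation at or above 40% of the spot to cytoplasm intensity ratio, with at least 20 cells analyzed; inconclusive = wells under 20 cells, flagged as cytotoxic or low count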;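 note: 0% = DMSO without peptide and 100% = 100 nM NTR1 peptide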
# Target sequence (P30989 whole entry, looked up): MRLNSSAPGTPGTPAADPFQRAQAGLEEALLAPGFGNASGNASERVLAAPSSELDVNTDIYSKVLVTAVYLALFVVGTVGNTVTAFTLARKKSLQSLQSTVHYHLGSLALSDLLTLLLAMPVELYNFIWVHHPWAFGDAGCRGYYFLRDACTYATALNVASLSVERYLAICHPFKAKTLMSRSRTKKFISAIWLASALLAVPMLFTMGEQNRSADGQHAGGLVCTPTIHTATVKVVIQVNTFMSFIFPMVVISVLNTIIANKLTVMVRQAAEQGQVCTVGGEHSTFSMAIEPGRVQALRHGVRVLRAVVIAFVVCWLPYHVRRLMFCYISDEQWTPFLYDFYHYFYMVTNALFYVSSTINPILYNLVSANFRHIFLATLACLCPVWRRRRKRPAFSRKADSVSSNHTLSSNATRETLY
# GPR35 arrestin U2OS: GPR35 antagonists blocking zaprinast-driven arrestin recruitment, primary screen, imaging, U2OS, beta-arrestin-GFP, zaprinast agonist (AID 2058); U2OS GPR35 beta-arrestin-GFP translocation imaging, zaprinast antagonism; higher % means a stronger effect; inhibition, % at 10 µM, or IC50 in µM where a hit was titrated; actives 0.052% (n = 290,000);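 active = inhibition of at least 50% with at least 30 cells and total cytoplasm GFP at most 10,000,000; inconclusive = under 30 cells or total GFP of 10,000,000 plus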
# Yfh1-off respiration: mitochondrial function rescue without frataxin homolog – Friedreich's ataxia, plus single-dose screen, dose response (AID 1465). S. cerevisiae Yfh1-off respiration, WST-1 reduction, 72 h; higher fold induction means a stronger effect. fold induction at 50 µM; hits with a dose series show EC50 in µM. actives 0.074% (n = 220,000);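 active = fold induction of absorbance versus untreated yeast above a set limit, then at least 30% activation at any dose in follow-up; inconclusive = repeats straddling the limit, or above it without dose testing; inactive = fold induction below the set limit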;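 note: activators that raise dye reduction in frataxin-depleted yeast; strong numbers were not always called active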
# NTR1 ag cell count 20 µM: also measured in NTR1 ag; calls as there; cell count; measured here: cell count, cytotoxicity flag
# Dengue-2 NS5 capping pilot replicate: also measured in Dengue-2 NS5 capping; calls as there; inhibition, %; measured here: pilot screen replicate inhibition
# The depositor's hits bear a star; i = inactive; ? = inconclusive; . = not tested or not shown; & = joins results of further samples.
SMILES,Rac1 GTP hydrolysis,GPR55 LPI antagonism,GPR55 activation,AID2073,Dengue-2 NS5 capping,Large T inhibition,NTR1 ag,NTR1 ag cell count 20 µM,GPR35 arrestin U2OS,Yfh1-off respiration,others
CC(=O)OC1COC(N2CCc3cc([N+](=O)[O-])ccc32)C(OC(C)=O)C1OC(C)=O (stereo unspecified),11.4%,9.3%,0.5%,6.5%,6.9%,4.5%,-0.3,36,7.0%,i,
O=C1/C(=C\c2ccsc2)NC(=S)N1c1ccccc1,10.2%,8.7%,-0.4%,3.1%,-7.2%,23.9%,-0.6,58,3.9%,i,
O=S(=O)(O)c1cc(O)c2c(O)c(N=Nc3cc(Cl)ccc3O)c(S(=O)(=O)O)cc2c1,?,-4.6%,0.0%,-24.1%,?,13.4µM*,1.0,94,-4.3%,.,
Cc1ccc(NC(=O)CCSCCC(=O)Nc2ccc(C)c(C)c2)cc1C,5.5%,6.4%,-0.2%,-4.1%,-5.6%,12.1%,2.5,42,-12.5%,i,
Cc1ccc(CNC(=O)CN2CCN(Cc3ccc(Cl)cc3)C2=O)cc1,5.6%,-13.1%,0.2%,-5.4%,-6.9%,4.8%,3.4,65,11.0%,i,
CC(=O)N1c2ccc(S(=O)(=O)N3CCC(C(=O)NCc4ccccc4Cl)CC3)cc2CC1C (stereo unspecified),13.9%,8.6%,-0.1%,4.7%,-2.7%,6.0%,0.1,61,2.6%,.,
COCCN1Cc2cccc(C(=O)NCc3cccs3)c2C1=O,0.4%,-5.6%,-0.6%,8.1%,-5.5%,6.9%,0.0,99,-4.3%,i,
N=c1sccn1CC(=O)NCc1ccc(Cl)cc1Cl,13.4%,-1.9%,0.1%,-0.4%,-3.6%,4.5%,-2.0,91,-11.8%,i,
CCOc1ccc(NC(=O)CSc2nnc(-c3ccccc3Cl)n2Cc2ccco2)cc1,3.3%,-9.2%,-0.2%,6.7%,-4.1%,10.0%,0.8,53,-9.1%,i,
O=C(CSc1ccc2nnc(CCNC(=O)c3ccc(F)cc3)n2n1)NCC1CCCO1 (stereo unspecified),3.3%,4.5%,-0.2%,10.1%,-5.9%,14.9%,2.0,57,-9.7%,.,
O=C(CSc1nc2ncc(Cl)cc2[nH]1)c1ccc2c(c1)OCO2,.,-3.5%,-0.2%,1.0%,.,10.8%,1.3,50,9.8%,i,
COc1ccc(C2CC(=O)C3=C(C2)Nc2ccccc2N(C(=O)C2CC2)C3c2cccnc2)cc1OC (stereo unspecified),3.6%,14.4%,-0.2%,3.7%,-1.6%,24.1%,0.8,79,-2.6%,i,
CSc1ccc(CN2CCN(S(=O)(=O)Cc3ccccc3)CC2)cc1,20.6%,3.0%,-0.2%,-2.5%,-1.3%,13.0%,-0.4,59,0.8%,.,
O=C(Nc1ccc(Br)cc1)c1ccc2c(c1)OCO2,6.9%,-10.2%,-0.1%,10.6%,-7.7%,-2.9%,1.0,58,2.8%,.,
CC1=CCC2C(=O)N(c3ccc(OC(=O)c4ccco4)cc3)C(=O)C2C1 (stereo unspecified),10.9%,16.8%,-0.1%,8.9%,-7.1%,5.5%,3.1,47,2.7%,i,
CC1CCN(C(=O)COc2ccc(S(=O)(=O)N3CCOCC3)cc2)CC1,9.2%,.,.,.,-2.9%,-3.5%,0.5,43,.,.,
COc1ccccc1CN1C(=O)[C@@H]2Cc3c([nH]c4ccccc34)C(C)(C)N2C1=O,8.1%,.,.,.,0.0%,2.4%,17.5,49,.,i,
Oc1ccc(CNC2CCCCC2)cc1,7.5%,-7.6%,0.6%,-0.9%,-4.1%,12.5%,-0.5,3,4.4%,i,
CC(Nc1nc(=S)nc(Nc2ccc(F)cc2)[nH]1)c1ccccc1 (stereo unspecified),11.8%,-10.3%,0.2%,7.0%,-8.6%,8.6%,-0.6,55,10.8%,.,Dengue-2 NS5 capping pilot replicate=-1.9
CCSC1=NCCN1S(=O)(=O)c1ccc(Cl)cc1,14.4%,-8.8%,0.5%,-0.6%,-14.2%,6.6%,-1.5,94,-13.6%,i,
CCOC(=O)N1CCN(c2c(N3CCN(c4ccc(F)cc4)CC3)c(=O)c2=O)CC1,6.1%,14.1%,-0.1%,38.7%,0.0%,13.7%,-1.7,67,0.6%,i,
CCCc1nc(SCC(=O)N2CCC(Cc3ccccc3)CC2)c2c(=O)n(C)c(=O)n(C)c2n1,5.3%,53.3%,-0.3%,41.1%,-2.8%,-0.7%&8.9%,35.2,46,-17.5%,i,
COc1cc(S(=O)(=O)N(Cc2cccs2)CC2CCCO2)ccc1-n1cnnn1 (stereo unspecified),-0.2%,7.6%,-0.1%,-2.4%,-3.4%,-23.2%,0.8,60,2.6%,i,
CCOC(=O)COc1ccc(C)cc1-c1ccno1,5.3%,1.4%,-0.1%,0.9%,3.1%,-3.5%,2.0,88,0.7%,i,Dengue-2 NS5 capping pilot replicate=0.3
O=C(NC1CCCCC1)c1cc(-c2ccc(Cl)cc2)on1,4.8%,3.4%,-0.1%,13.9%,3.3%,0.8%,0.9,45,-5.6%,.,
COC(CNC(=S)Nc1ccc([N+](=O)[O-])cc1)OC,2.5%,-5.9%,-0.1%,-23.7%,-6.5%,15.8%,-2.2,52,-16.8%,i,
OCC[C@H]1C[C@@H](O)[C@H](O)[C@]2(Cc3ccccc3CO2)O1,10.8%,.,.,.,-6.8%,2.1%,0.5,45,.,.,
O=C(CSc1nccn1Cc1ccccc1)NCc1ccccc1,2.8%,4.3%,-0.2%,-13.7%,-1.4%,12.8%,-0.4,59,-6.7%,i,
Cc1cccc(NC(=O)CSCC(=O)Nc2cccc3ncccc23)c1,1.4%,.,.,.,2.9%,13.7%,-0.2,52,.,.,
CC1CCCN(C(=O)CN(C)S(=O)(=O)c2cccc3nsnc23)C1 (stereo unspecified),-8.3%,2.6%,0.3%,-9.4%,-7.3%,10.4%,-0.5,64,0.7%,.,
CN(C(=O)COC(=O)c1ccc([N+](=O)[O-])cc1N)c1ccccc1,2.9%,-1.8%,0.1%,5.0%,?,9.6%,-0.2,32,-1.5%,i,
COC(=O)CNC(=O)CN1C(=O)N(c2ccccc2)C(N(O)C(=O)Nc2ccccc2)C1(C)C (stereo unspecified),10.9%,-1.0%,0.3%,?,2.7%,4.7%,-0.7,52,-5.0%,i,
COc1cc(/C=C2/SC(=S)N(Cc3ccccc3)C2=O)ccc1OS(C)(=O)=O,3.3%,11.7%,0.0%,11.2%,-3.4%,15.6%,3.6,105,-7.2%,.,
CCn1c2ccccc2c2cc(NC(=O)c3coc(=O)c(Br)c3)ccc21,.,-19.0%,0.3%,6.2%,.,5.6%,5.2,37,-3.2%,i,
Cc1ccc(S(=O)(=O)NCC(=O)OCc2nnc(-c3ccccc3)o2)cc1C,8.0%,8.2%,0.1%,5.7%,-2.2%,3.3%,1.7,35,-4.6%,i,
COc1ccc(C)cc1NC(=O)C(C)N(c1ccc(C)cc1)S(C)(=O)=O (stereo unspecified),10.8%,18.9%,-0.3%,1.3%,-0.8%,12.3%,-0.3,70,-4.6%,i,
O=C(NNC(=S)Nc1ccc(Br)cc1)c1ccccc1Br,12.8%,14.3%,-0.1%,-21.7%,-7.8%,21.9%,-0.2,65,-3.2%,.,
COc1ccccc1CN1CCN(C(=O)c2ccncc2)CC1,120µM*,2.0%,0.2%,-2.8%,3.9%,2.2%,0.1,49,-9.7%,.,
NC(=O)CSc1ccc(-c2ccc(F)cc2)nn1,-7.1%,-1.2%,-0.2%,31.7%,-5.5%,6.8%,-0.7,36,-8.9%,i,
Cc1ccc(P(=O)(CSC(=N)N)c2ccc(C)cc2)cc1,3.1%,0.7%,0.4%,6.9%,11.7%,6.7%,1.2,87,12.2%,i,
Cc1cccc(OCC(O)CN2CCOCC2)c1 (stereo unspecified),10.9%,-0.9%,0.4%,10.2%,-9.5%,10.8%,-1.1,56,-10.0%,.,
CCOC(=O)C1CCN(C(=O)CCNC(=O)Cn2ccc3ccccc3c2=O)CC1,3.6%,9.6%,0.2%,13.4%,1.6%,7.9%,-0.2,72,-13.9%,i,
O=C(c1ccccc1)c1ccc2ccccc2n1,-0.9%,-8.4%,-0.1%,-0.1%,-5.7%,-2.4%,-1.2,79,-5.3%,i,
CN1CCC(N(C)S(=O)(=O)c2ccc(Cl)cc2)CC1,-8.0%,-2.8%,-0.1%,13.4%,3.9%,-2.3%,0.8,54,4.7%,.,Dengue-2 NS5 capping pilot replicate=-1.2
CC(C)C(=O)Nc1ccnc(-c2cccnc2)n1,5.4%,-0.9%,0.0%,10.6%,-1.6%,-1.2%,-1.5,63,12.1%,i,
CC(=O)c1ccc(NC(=O)COC(=O)c2nc(Cl)ccc2Cl)cc1,1.5%,3.8%,-0.3%,-4.8%,-5.2%,8.0%,2.0,54,10.4%,i,
O=C(CN1CCN(CC(=O)Nc2ccccc2F)CC1)Nc1ccc2c(c1)OCCO2,11.6%,0.1%,-0.4%,4.6%,9.8%,6.4%,-0.9,73,5.2%,i,
CN1CCC(N(C)S(=O)(=O)c2ccc(C(C)(C)C)cc2)CC1,2.9%,-0.5%,0.0%,5.4%,-10.2%,3.3%,-1.0,86,-0.6%,.,
COc1ccc(/C(N)=N/O)c(OC)c1,4.9%,-2.8%,-0.5%,-9.5%,-5.4%,12.4%,0.4,52,0.4%,i,
CCOC(=O)C1=C(CN2CCN(C(=O)c3ccco3)CC2)NC(=O)NC1c1ccc(C)cc1 (stereo unspecified),4.5%,0.9%,0.6%,1.0%,14.8%,11.4%,0.9,55,-8.1%,.,
CC(=O)c1ccc(-n2nncc2-c2ccc([N+](=O)[O-])cc2)cc1,3.9%,-1.2%,-0.4%,-8.2%,-3.7%,-0.3%,1.0,49,17.4%,i,
O=C(O)CCN1C(=O)C2C3c4ccccc4C(c4ccccc43)C2C1=O (stereo unspecified),13.0%,6.1%,0.3%,8.8%,-1.7%,.,0.0,78,-15.0%,i,
